HTR1E antagonist: 5-HT1E receptor antagonists, primary screen, cell-based, HTS | CHO 5-HT1E Ga15 NFAT-bla reporter, FRET, antagonist | inhibition, % at 6 µM | 65,000 compounds, 0.99% hits | AID 571, 2007;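 active = inhibition above a set limit, the mean inhibition across every tested compound plus 3 SD, cut at about 29% in these data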;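 also: signal is the 460 over 535 nm emission ratio of beta-lactamase substrate; 0% = agonist plus DMSO wells and 100% = wells without agonist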
Target sequence (P28566 whole entry, looked up): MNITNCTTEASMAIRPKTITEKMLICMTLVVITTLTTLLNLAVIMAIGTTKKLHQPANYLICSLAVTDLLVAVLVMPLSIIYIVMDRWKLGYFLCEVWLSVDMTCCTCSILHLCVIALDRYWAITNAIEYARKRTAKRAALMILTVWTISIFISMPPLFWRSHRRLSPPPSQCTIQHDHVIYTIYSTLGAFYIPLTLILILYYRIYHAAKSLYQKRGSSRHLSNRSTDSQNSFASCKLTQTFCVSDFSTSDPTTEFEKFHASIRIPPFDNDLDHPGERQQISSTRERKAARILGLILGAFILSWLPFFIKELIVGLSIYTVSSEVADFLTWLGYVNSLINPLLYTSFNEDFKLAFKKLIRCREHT
5-HT1A blocker: human 5-HT1a receptor antagonists, primary screen, cell-based, CHO, Ga15 NFAT-bla reporter | 5-hydroxytryptamine receptor 1A (Homo sapiens), P08908 | CHO 5-HT1a Ga15 NFAT-bla reporter, antagonist mode | inhibition, % at 10 µM | 62,000 compounds, 0.68% hits | AID 612, 2007;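 active = inhibition above the mean of all tested compounds plus 3 SD, cut at about 43% in these data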;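 also: receptor stimulated by 5-CT agonist at 100 nM near EC80; beta-lactamase reporter measured by ratiometric fluorescence of a cleavable substrate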
Target sequence (P08908 whole entry, looked up): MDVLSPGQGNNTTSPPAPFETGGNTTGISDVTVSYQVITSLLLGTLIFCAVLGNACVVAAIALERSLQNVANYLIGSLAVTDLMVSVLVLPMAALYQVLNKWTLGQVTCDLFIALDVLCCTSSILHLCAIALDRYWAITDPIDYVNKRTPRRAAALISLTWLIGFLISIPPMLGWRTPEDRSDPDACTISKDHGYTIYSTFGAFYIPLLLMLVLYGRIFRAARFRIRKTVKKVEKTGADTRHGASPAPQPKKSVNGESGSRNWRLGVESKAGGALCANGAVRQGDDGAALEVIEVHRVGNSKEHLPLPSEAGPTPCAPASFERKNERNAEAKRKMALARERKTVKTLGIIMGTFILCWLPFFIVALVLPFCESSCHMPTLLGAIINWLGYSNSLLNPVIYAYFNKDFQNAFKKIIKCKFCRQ
SF-1 act: activators of human SF-1, primary screen, cell-based, CHO-K1, Gal4-SF-1 LBD, luciferase luminescence; 65,000 compounds, 1.9% hits; Steroidogenic factor 1 (Homo sapiens), Q13285; activation, % at 10 µM; AID 522, 2006; CHO-K1 Gal4-SF-1 LBD luciferase reporter; % increase over DMSO SF-1-specific signal;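 active = activation above the mean activation of all tested compounds plus 3 SD, cut at about 50% in these data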
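material = CHO-K1 cells with Gal4–hSF-1 LBD chimera plus Gal4-driven luciferase | compound = 10 µM single point, 1% DMSO | incubation = 20 h compound exposure at 37 °C after 1 h cell settling | measured by = SteadyLite luciferase luminescence | evaluation = percent activation relative to DMSO median and mock-transfected background | control set = DMSO negative control and −SF1 background wells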
NADH coupling: inhibitors of PK/LDH coupling enzymes, profiling panel, artefact control, biochemical, MLSMR library | coupled PK/LDH NADH assays, four targets | IC50, µM (series often up to 10 µM), inactives show at the top dose inhibition | AID 774, 2007 | 65,000 compounds, 0.02% hits;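 active = single-dose screening hits from any of four coupled enzyme assays that gave an IC50 when retested across doses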;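 also: the DPM-DC format reads NADH fluorescence rather than 340 nm absorbance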
RORa activator: activators of orphan receptor RORA, primary screen, cell-based, luminescence; Nuclear receptor ROR-alpha (Homo sapiens), P35398; CHO-K1 Gal4-RORA LBD luciferase reporter; percent increase over mock-subtracted basal signal; activation, % at 10 µM; 65,000 compounds, 1.5% hits; AID 560, 2006;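 active = activation above the mean of all tested compounds plus 3 SD, cut at about 49% in these data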;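 also: 0% = DMSO-treated RORA cells and 100% = added signal equal to DMSO minus mock-transfected cells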
Ecoli tolC: growth inhibitors of E. coli tolC mutant, primary screen, strain BW25113 ΔtolC::kan, 384-well; OD615; growth inhibition, % at 10 µM (by protocol); 65,000 compounds, 2.2% hits;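 active = growth inhibition at or above a cutoff equal to the mean over every tested compound plus 3 SD, cut at about 60% in these data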;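 also: growth measured after 20 h incubation at 37 °C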
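Signal: optical density read at 615 nm; Assay system: E. coli ΔtolC::kan strain BW25113; Times: 20 h incubation with compound, 37 °C; Dosing: 10 µM final, single dose.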
HTR1A agonist: human 5-HT1a receptor agonists, primary screen, cell-based, CHO, Ga15 NFAT-bla reporter; 5-hydroxytryptamine receptor 1A (Homo sapiens), P08908; CHO 5-HT1a Ga15 NFAT-bla reporter, FRET ratio; 0% basal, 100% maximal reference agonist; activation, % at 10 µM; 65,000 compounds, 0.56% hits;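 active = activation above the screen-wide mean activation plus 3 SD, cut at about 19% in these data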;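 also: 0% = DMSO wells and 100% = 5-CT at EC100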
MMP13 inh: human MMP13 inhibitors, primary screen, biochemical, FRET peptide cleavage; AID 570, 2006; 65,000 compounds, 0.07% hits; Collagenase 3 (Homo sapiens), P45452; inhibition, % at 4 µM; MMP-13 fTHP FRET cleavage, Mca fluorescence;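 active = inhibition above the mean of compound-free control plate wells plus 3 SD, cut at about 14% in these data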;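 also: 0% = DMSO wells and 100% = wells with reference MMP-13 inhibitor after basal subtraction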
HTR1E agonist: 5-HT1E receptor agonists, primary screen, cell-based, HTS; CHO 5-HT1E Ga15 NFAT-bla reporter, FRET; 0% DMSO wells, 100% control agonist wells; activation, % at 6 µM; 65,000 compounds, 0.69% hits; AID 574, 2007;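 active = activation above a set limit, the screen-wide mean activation plus 3 SD, cut at about 8.5% in these data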;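 also: 100% = positive control agonist at 1 µM giving full maximal response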
The depositor's hits bear a star; i = inactive; · = not tested or not shown; [ ] = remark or other dose.

entry	smiles	5-HT1A blocker	SF-1 act	HTR1E agonist	NADH coupling	HTR1E antagonist	Ecoli tolC	RORa activator	MMP13 inh	HTR1A agonist
1	CCOC(=O)c1cc(C)n(CCCN2CCOCC2)c1C	-2	-1	0.3	1%	-6	-14	-6	4	-2.5
2	Cc1[nH]c2ccccc2c1NC(=O)CN1CCN(Cc2ccc3c(c2)OCO3)CC1	20	6	0.2	3%	0	6	-7	-6	-0.9
3	COc1ccc(C(C(C(=O)c2cccs2)N2CCOCC2)N2CCOCC2)cc1OC (centres undefined)	-8	2	-0.5	2%	-3	-8	20	-3	-1.7
4	C=CCn1c(SCC(=O)Nc2ccccc2CC)nnc1-c1ccncc1	5	-15	-1.8	5%	16	-18	4	2	0.1
5	O=C(CCn1cnc2ccccc2c1=O)Nc1ccc2c(c1)OCCO2	-18	26	-0.4	2%	0	5	8	2	-2.1
6	CCOC(=O)c1[nH]c(COC(=O)c2ccccc2NC(=O)c2ccco2)c(C(=O)OCC)c1C	8	4	-0.5	0%	2	-13	10	0	16
7	CCOC(=O)C(C)Oc1ccc(=O)n(-c2ccccc2)n1 (centres undefined)	-2	-10	0.0	2%	0	-9	1	0	4.7
8	O=c1oc2cc(O)ccc2c2oc3cc(O)ccc3c12	·	-6	0.7	5%[fluoresces]	-11	15	-7	i[fluorescence artefact?]	0.9
9	CCOC(=O)c1[nH]c2ccccc2c1NC(=O)CC	13	-11	-0.5	2%	11	10	-27	-2	-0.2
10	C/C(=C\c1ccco1)C1Nc2cccc3cccc(c23)N1	-25	-2	0.2	10%	-7	15	-3	1	1.6
11	Cc1onc(-c2ccccc2Cl)c1C(=O)Nc1ccccc1C(N)=O	5	2	-0.1	2%	-2	19	5	-4	-2.2
12	Cc1ccc(Nc2nc3nonc3[nH]c2=O)cc1C	-6	38	0.7	7%	9	56	15	-1	-0.5
13	Cc1nc2nc(-c3cccs3)cn2nc1C	12	23	0.0	12%[fluoresces]	39*	-16	53*	-29	-3.6
14	O=C(NCCCn1ccnc1)c1ccc2c(c1)OCCO2	-11	0	0.2	6%	-8	-17	0	0	1.0
15	COc1cc(NC(=O)CN2CC(c3ccccc3)CC2=O)cc(OC)c1 (centres undefined)	-9	-6	0.4	12%	1	6	3	6	-0.5
16	CCn1c(=O)cc(SCC(=O)N2CCN(Cc3ccc4c(c3)OCO4)CC2)c2ccccc21	0	0	-0.8	3%	3	28	-8	-1	2.4
17	CC(C)OCCCNC(=O)Cn1ncc2c(=O)oc3ccccc3c21	5	-13	-1.1	4%	-7	-8	3	0	-1.0
18	CCN1CCN(Cc2ccc(NC(=O)CC3Oc4ccc(C)cc4NC3=O)cc2)CC1 (centres undefined)	-2	-16	-0.1	5%	-2	-18	2	-6	0.1
19	COc1ccc(C)cc1NC(=O)CN1CCN(c2ccc(F)cc2)CC1	3	-13	0.1	6%	18	54	-18	-7	-0.7
20	CCN(CC)CCCn1c(C)cc2c(c1=O)C(c1cccc(Cl)c1)C(C#N)=C(N)O2 (centres undefined)	·	2	-0.4	4%	-8	4	-5	-4	-2.2
21	O=C(c1ccco1)N1CCN(c2ncnc3c2cnn3-c2ccccc2)CC1	-6	24	0.7	3%	12	30	24	10	2.5
22	CC(O)CNc1ncnc2nc[nH]c12 (centres undefined)	11	-16	-0.2	3%	12	-2	17	1	-1.4
23	CC(C)=C1SC(N2CCN(Cc3ccccc3)CC2)=NC1=O	-16	-12	0.3	7%	-2	16	12	1	-0.5
24	COc1cc(C(=O)N(Cc2ccc(N(C)C)cc2)C2CCS(=O)(=O)C2)cc(OC)c1OC (centres undefined)	-9	-13	-0.7	1%	-1	9	9	3	0.3
25	O=C(Nc1ccc2oc(-c3ccncc3)nc2c1)c1ccccc1F	-6	40	0.4	15%[fluoresces]	-2	-13	-9	-40	-1.4
26	COc1ccccc1N1CCN(C(c2cccs2)c2nnnn2C2CCCC2)CC1 (centres undefined)	11	1	-2.1	4%	9	26	-6	3	-3.4
27	CCC(=O)Nc1nc(CC(=O)Nc2ccccc2)cs1	11	6	-0.4	4%	-2	-6	-6	10	-2.3
28	COc1ccccc1-c1nn2c(-c3ccc(C(C)(C)C)cc3)nnc2s1	·	-12	-0.5	0%	0	11	-8	2	3.3
29	Cc1nn2c(nc1=O)SCC(c1ccccc1)=N2	8	20	-0.9	5%	1	-18	24	-1	-2.0
30	CN(Cc1ccccc1)C(=O)c1ccccc1NC(=O)c1ccco1	10	7	0.5	1%	6	4	-1	-1	-2.9

Ordered by the number under 5-HT1A blocker (rising): 3 from the list above
| # | compound | 5-HT1A blocker |
| --- | --- | --- |
| 21 | O=C(c1ccco1)N1CCN(c2ncnc3c2cnn3-c2ccccc2)CC1 | -6 |
| 26 | COc1ccccc1N1CCN(C(c2cccs2)c2nnnn2C2CCCC2)CC1 (centres undefined) | 11 |
| 13 | Cc1nc2nc(-c3cccs3)cn2nc1C | 12 |

In another format: 5 of the compounds above.
Order of results: 5-HT1A blocker	SF-1 act	HTR1E agonist	NADH coupling	HTR1E antagonist	Ecoli tolC	RORa activator	MMP13 inh	HTR1A agonist
2. Cc1[nH]c2ccccc2c1NC(=O)CN1CCN(Cc2ccc3c(c2)OCO3)CC1
 : 20	6	0.2	3%	0	6	-7	-6	-0.9
3. COc1ccc(C(C(C(=O)c2cccs2)N2CCOCC2)N2CCOCC2)cc1OC (centres undefined)
 : -8	2	-0.5	2%	-3	-8	20	-3	-1.7
4. C=CCn1c(SCC(=O)Nc2ccccc2CC)nnc1-c1ccncc1
 : 5	-15	-1.8	5%	16	-18	4	2	0.1
5. O=C(CCn1cnc2ccccc2c1=O)Nc1ccc2c(c1)OCCO2
 : -18	26	-0.4	2%	0	5	8	2	-2.1
6. CCOC(=O)c1[nH]c(COC(=O)c2ccccc2NC(=O)c2ccco2)c(C(=O)OCC)c1C
 : 8	4	-0.5	0%	2	-13	10	0	16

The list continues.
entry	smiles	5-HT1A blocker	SF-1 act	HTR1E agonist	NADH coupling	HTR1E antagonist	Ecoli tolC	RORa activator	MMP13 inh	HTR1A agonist
31	COC(=O)CN(n1cnnc1)S(=O)(=O)c1ccc(C)cc1	1	-4	0.4	5%	-6	-9	-16	-6	0.2
32	COc1ccccc1CNc1ccc(N2CCOCC2)c(C(=O)O)c1	-7	4	-0.1	8%	-11	-14	-8	4	-1.1
33	Cc1ccc(NC(=O)CS(=O)CC(=O)NCCCN(C)c2ccccc2)cc1 (centres undefined)	-11	3	-1.3	7%	-5	17	-4	1	-1.1
34	O=C(c1ccco1)N1CCN(S(=O)(=O)c2ccc3c(c2)CCN3C(=O)C2CC2)CC1	-5	14	0.7	4%	1	-8	-21	1	-3.7
35	CCOc1ccccc1Nc1ncnc2c1cnn2-c1ccccc1	-4	-5	0.6	3%	1	12	-8	-1	1.6
36	O=C(c1ccc(F)cc1)c1cc2ccccc2o1	2	35	-0.1	5%	10	-5	23	3	-1.5
37	CSc1ncc(Cl)c(C(=O)NCc2ccc3c(c2)OCO3)n1	14	22	-0.2	3%	9	-1	-17	3	-1.9
38	O=c1c2ccccc2ncn1-c1ccc2c(c1)OCCO2	1	18	-1.1	1%	10	-14	33	-1	-3.4
39	CC1Cc2ccccc2N1C(=O)C12CCC(C)(C(=O)C1)C2(C)C (centres undefined)	5	1	-0.5	3%	-9	8	7	2	7.8
40	c1ccc2c(c1)[nH]c1nc(SCCN3CCOCC3)nnc12	-3	33	-0.1	8%	3	17	9	5	1.2
41	CN(c1ccc(C(=O)NCCSCc2ccco2)cc1)S(C)(=O)=O	-3	33	-1.0	2%	-7	-5	15	4	-0.3
42	Cn1c(SCC(N)=O)nnc1-c1ccccc1	4	-13	0.1	12%	1	-15	-14	1	-1.3
43	O=C(CN1C(=O)CC(c2ccco2)Sc2ccccc21)NCc1ccc2c(c1)OCO2 (centres undefined)	4	9	-0.9	2%	1	21	-5	4	-2.3
44	CCOC(=O)Cc1csc(NC(=O)CSc2nnc(C(C)C)n2C)n1	0	-1	0.6	5%	4	-17	-3	8	1.2
45	CCOC(=O)C1=C(C)OC(N)=C(C#N)C1c1c(C)nn(-c2ccccc2)c1Cl (centres undefined)	1	11	-0.6	5%	7	21	-4	-1	-3.0
46	COc1ccc2c(c1)S/C(=C\C(=O)c1ccncc1)N2C	10	46	0.7	2%	22	4	58*	11	1.4
47	Cc1nn(C)c(C)c1S(=O)(=O)N1CCCC(C(=O)NC2CCCCCC2)C1 (centres undefined)	11	22	-0.3	3%	7	-6	0	5	-5.0
48	c1ccc(-c2ccc(-c3ccccn3)nn2)nc1	-1	-53	1.1	4%	-10	9	-18	-8	-2.9
49	Cc1ccc(C)c(-n2nnnc2SCC(=O)NCCC2=CCCCC2)c1	3	-2	0.0	4%	-1	58	-16	3	0.7
50	O=C(Nc1nnc(-c2ccc3c(c2)CCCC3)o1)C1COc2ccccc2O1 (centres undefined)	10	11	0.8	4%	-2	100*	9	-6	-0.8
51	CCOC(=O)CC(=O)Nc1nnc(CC(C)C)s1	-8	12	0.7	10%	-5	-7	-1	2	-5.9
52	COc1ccc(Br)cc1S(=O)(=O)N(CC(=O)N1CCOCC1)c1ccccc1	9	-15	-1.4	5%	3	12	-6	0	-1.2
53	CCOc1ccc2c(c1)c1nnc(SCC3CCCO3)nc1n2C (centres undefined)	-1	34	0.3	5%	18	18	4	4	2.7
54	CCOC(=O)c1cc2sccc2n1Cc1ccc(C#N)cc1	22	1	-0.4	8%	6	63*	-7	-2	-1.2
55	Nn1c(SCc2cn3ccsc3n2)nnc1-c1ccncc1	2	-16	0.2	10%	3	-9	-9	-1	-1.1
56	Cc1cc(-c2cccnc2)c(C#N)c(SCC#N)n1	1	18	-0.1	2%	4	-2	-10	5	-1.1
57	O=C1c2oc3ccccc3c(=O)c2C(c2cccc(Br)c2)N1Cc1ccco1 (centres undefined)	-6	-13	0.9	2%	1	-25	-25	-2	-2.2
58	COC(=O)c1ccccc1NC(=O)c1nc2nc(C)cc(C(F)F)n2n1	1	-14	-0.7	7%	14	-7	-7	4	0.6

Compound activity as filed in PubChem BioAssay.
